Source: PubChem
OX1R antag-1 = OX1R (human) antagonism; 330,000 compounds, 1.8% hits; OX1R-expressing cells, FRET antagonist read-out; O43613; inhibition, % at 6.6 µM; AID 485270; in the data active = inhibition mostly above about 38%, no sharp cut-off; inactive = mostly below about 40%;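 also: 0% = agonist challenge alone and 100% = reference antagonist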
Target sequence (O43613 whole entry, looked up): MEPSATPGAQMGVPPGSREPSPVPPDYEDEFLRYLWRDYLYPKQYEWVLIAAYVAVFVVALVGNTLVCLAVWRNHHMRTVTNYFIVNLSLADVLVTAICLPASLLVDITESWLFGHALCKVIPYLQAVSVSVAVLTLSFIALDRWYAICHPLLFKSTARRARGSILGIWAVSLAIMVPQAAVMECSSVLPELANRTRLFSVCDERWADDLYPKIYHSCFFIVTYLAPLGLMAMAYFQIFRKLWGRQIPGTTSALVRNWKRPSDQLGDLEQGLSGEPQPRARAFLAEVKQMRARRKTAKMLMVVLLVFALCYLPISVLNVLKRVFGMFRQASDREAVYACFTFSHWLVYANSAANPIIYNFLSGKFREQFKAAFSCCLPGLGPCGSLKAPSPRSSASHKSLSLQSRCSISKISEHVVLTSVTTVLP
OX1R antag-2 = antagonists of human orexin 1 receptor. AID 434989. O43613. 330,000 compounds, 0.43% hits. CHO/OX1R cells, Fluo-8 calcium fluorescence, orexin A. inhibition, % at 5 µM;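 active = inhibition above its plate's threshold, mean inhibition of all tested compounds on the plate plus 3 SD, cut at about 37% in these data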;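 also: 0% = orexin A challenge wells and 100% = SB-334867-A antagonist wells; not every result past the cut was called active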
An asterisk follows results filed as active.

Value order: OX1R antag-1, OX1R antag-2
(1) CC(OC(=O)C1CC1)C(=O)Nc1cc(C(F)(F)F)ccc1Cl (centres undefined)
 : 21, -13
(2) CCNC(=O)NC(=O)CSc1ccc(S(=O)(=O)N2CCOCC2)cn1
 : 2, -1
(3) O=S(=O)(c1ccc(F)cc1)N1CCCC(c2nc(-c3ccc(F)cc3)no2)C1 (centres undefined)
 : 22, -23
(4) Cc1ccc(CNC(=O)c2ccc(NC(=O)C3=CSCCO3)cc2)cc1
 : 8, -13
(5) O=C(Nc1ccc2c(c1)OCCO2)C1CCN(c2nnnn2-c2ccccc2)CC1
 : 5, -23
(6) Cn1c(=O)cc(SCC(=O)NCc2ccco2)c2ccccc21
 : 13, -12
(7) CC(C)(C)c1ccc(OCC(=O)NCc2ccco2)cc1
 : 6, 3
(8) COC(=O)CCCn1nc(NC(=O)COc2ccc(F)cc2)cc1C
 : -4, -4
(9) CC(=O)Nc1ccc(Nc2cc(N3CCOCC3)c3nonc3c2[N+](=O)[O-])cc1
 : 32, -9
(10) COc1cccc(N2C(=NC(=O)CCC3CCCC3)SC3CS(=O)(=O)CC32)c1 (centres undefined)
 : -1, -24

Gathered by group, the compounds so far containing sulfur (5)
Value order: OX1R antag-1, OX1R antag-2
(2) CCNC(=O)NC(=O)CSc1ccc(S(=O)(=O)N2CCOCC2)cn1
 : 2, -1
(3) O=S(=O)(c1ccc(F)cc1)N1CCCC(c2nc(-c3ccc(F)cc3)no2)C1 (centres undefined)
 : 22, -23
(4) Cc1ccc(CNC(=O)c2ccc(NC(=O)C3=CSCCO3)cc2)cc1
 : 8, -13
(6) Cn1c(=O)cc(SCC(=O)NCc2ccco2)c2ccccc21
 : 13, -12
(10) COc1cccc(N2C(=NC(=O)CCC3CCCC3)SC3CS(=O)(=O)CC32)c1 (centres undefined)
 : -1, -24

Following part
Value order: OX1R antag-1, OX1R antag-2
(11) Cc1ccc(NCc2nnc(SCCN3CCCCC3)n2CC2CCCO2)c(C)c1 (centres undefined)
 : 1, -34
(12) O=C(NCCS(=O)(=O)N1CCN(c2cccc(Cl)c2)CC1)c1cc(=O)c2ccccc2o1
 : 7, -16
(13) CCC(=O)N1CCN(c2nnc(-c3ccccc3)c3ccccc23)CC1
 : -4, -13
(14) CC(CN1CCOCC1)C(=O)O (centres undefined)
 : 21, -7
(15) O=C1CC(c2ccccc2)CN1C(=O)c1cccnc1 (centres undefined)
 : 11, -1
(16) CC(C)C(=O)NC(c1cccc([N+](=O)[O-])c1)c1c(O)ccc2ccccc12 (centres undefined)
 : 27, -11
(17) CCc1nnc(NC(=O)C(C)C)s1
 : 31, -9
(18) CCn1c(SCC(=O)OC)nnc1-c1ccncc1
 : 0, 4
(19) CCNC(=S)N1CCN(Cc2ccccc2)CC1
 : 5, -8
(20) COC(=O)c1cccc(NC(=O)c2ccc3c(c2)C(=O)N(Cc2cccnc2)C3=O)c1C
 : 11, -7

Among those listed so far, two contain a furan ring, fused or not.
Value order: OX1R antag-1, OX1R antag-2
(6) Cn1c(=O)cc(SCC(=O)NCc2ccco2)c2ccccc21
 : 13, -12
(7) CC(C)(C)c1ccc(OCC(=O)NCc2ccco2)cc1
 : 6, 3

More results:
Value order: OX1R antag-1, OX1R antag-2
(21) Cc1cccc(NC(=S)Nc2ccc(Br)cc2)c1
 : 12, -10
(22) COc1ccccc1C(CC(=O)Nc1ccc(Cl)cc1)c1ccc(OC(C)C)cc1 (centres undefined)
 : 15, -23
(23) Cc1cc(C)cc(C(=O)NCCN2CCOCC2)c1
 : -8, -15
(24) Cc1cc(C)c(S(=O)(=O)N2CCCCC2)c(C)c1N(C)S(=O)(=O)c1ccccc1
 : 16, 23
(25) Cc1cccc(CSc2ccc(-c3cccs3)nn2)c1
 : 34, -8
(26) CC(=O)N1CCN(C(=O)COc2ccc3oc4c(c3c2)CCCC4)CC1
 : 22, -30
(27) Cc1ccc(NC(=S)N2CCC(N(C)CC3CCCO3)CC2)cc1 (centres undefined)
 : 0, 9
(28) COC(=O)CC/C(=N/Nc1ccc(Cl)c(Cl)c1)C(=O)OC
 : 21, -25
(29) COc1ccc(C(NC(=O)CNC(C)=O)C(=O)Nc2ccc(C(C)C)cc2)cc1 (centres undefined)
 : -2, -19
(30) Cc1ccc2nc(NC(=O)C3CCN(S(=O)(=O)c4cccs4)CC3)sc2c1
 : 8, 13

2 of the compounds above, in transposed form:
28) COC(=O)CC/C(=N/Nc1ccc(Cl)c(Cl)c1)C(=O)OC
29) COc1ccc(C(NC(=O)CNC(C)=O)C(=O)Nc2ccc(C(C)C)cc2)cc1 (centres undefined)

compound no. | 28 | 29
OX1R antag-1 | 21 | -2
OX1R antag-2 | -25 | -19

Additional structures follow.
Value order: OX1R antag-1, OX1R antag-2
(31) CCCCN(C(=O)C1CCCO1)c1c(N)n(CC(C)C)c(=O)[nH]c1=O (centres undefined)
 : 7, -7
(32) CC(=O)c1cc2c(cc1N(C(=O)Cn1nnc3ccccc31)C(C(=O)NCCC(C)C)c1cccnc1)OCO2 (centres undefined)
 : 3, -28
(33) CCOC(=O)N1CCC(N(CCN(C)C)C(=S)Nc2cccc(C)c2)CC1
 : 10, -14
(34) Cc1ccc(S(=O)(=O)c2cccc(S(=O)(=O)N3CCOCC3)c2)cc1S(=O)(=O)N1CCOCC1
 : 7, -13
(35) COc1ccc(-c2csc3ncnc(N4CCN(c5cccc(C)c5C)CC4)c23)cc1
 : 9, -18
(36) CCC(=O)N1CCc2cc(S(=O)(=O)NC(Cc3ccccc3)C(=O)NC3CCCC3)ccc21 (centres undefined)
 : 26, 4
(37) N#Cc1ccc(C(=O)NNC(=O)c2ccncc2)cc1
 : 18, -5
(38) Cc1ccc(S(=O)(=O)N2CCC(C(=O)N[C@@H](C)C(=O)NCc3ccco3)CC2)cc1
 : 7, -14
(39) COc1ccc(Cc2nnc(N/N=C(\C)c3ccccc3)[nH]c2=O)cc1OC
 : 16, -26
(40) O=C(COC(=O)COc1ccccc1)NCc1ccc2c(c1)OCO2
 : 3, -13
(41) COc1ccc(N(CC(=O)NCc2ccc(F)cc2)C(=O)c2snc(C(N)=O)c2N)cc1OC
 : 4, -22
(42) COc1ccc(NC(=O)N2CCC(c3nc4ccccc4[nH]3)CC2)cc1
 : 5, 3
(43) O=C(N[C@@H](c1ccccc1)[C@@H]1C[C@H]1C(=O)NCc1ccccn1)OCc1ccccc1
 : 23, -33
(44) Cc1ccc(C(=O)OCC(=O)NC2CCCCC2)cc1S(=O)(=O)N1CCCCC1
 : 5, -30
(45) CCc1ccc2nc(N(CCCN(C)C)C(=O)c3ccc(S(=O)(=O)N(C)C4CCCCC4)cc3)sc2c1
 : 20, 8
(46) CCC(C)(C)NC(=O)CN(Cc1cccs1)C(=O)C(=O)Nc1ccc2c(c1)OCCO2
 : 17, -22
(47) CN(C)/C=C/C(=O)c1ccc(-c2ccc(Cl)cc2Cl)o1
 : 14, -16
(48) CCn1c(C)c(C(C)=O)cc(C#N)c1=O
 : 14, -2
(49) CC(C)c1nc2ccccc2c2nnc(SCC(=O)NCc3ccco3)n12
 : 5, -23
(50) Cc1cccc(C)c1NC(=O)Cn1nc(-c2ccccc2)nc1-c1ccccc1
 : 10, -18

6 compounds out of the list above, arranged by the value under OX1R antag-1, descending.
| cpd | smiles | OX1R antag-1 |
| --- | --- | --- |
| 43 | O=C(N[C@@H](c1ccccc1)[C@@H]1C[C@H]1C(=O)NCc1ccccn1)OCc1ccccc1 | 23 |
| 45 | CCc1ccc2nc(N(CCCN(C)C)C(=O)c3ccc(S(=O)(=O)N(C)C4CCCCC4)cc3)sc2c1 | 20 |
| 46 | CCC(C)(C)NC(=O)CN(Cc1cccs1)C(=O)C(=O)Nc1ccc2c(c1)OCCO2 | 17 |
| 47 | CN(C)/C=C/C(=O)c1ccc(-c2ccc(Cl)cc2Cl)o1 | 14 |
| 50 | Cc1cccc(C)c1NC(=O)Cn1nc(-c2ccccc2)nc1-c1ccccc1 | 10 |
| 44 | Cc1ccc(C(=O)OCC(=O)NC2CCCCC2)cc1S(=O)(=O)N1CCCCC1 | 5 |

The list goes on:
Value order: OX1R antag-1, OX1R antag-2
(51) CC(C)c1ccc2[nH]c(O)c(N=NC(=O)c3cccc(S(=O)(=O)Nc4ccc(Cl)cc4)c3)c2c1
 : 15, -34
(52) O=S(=O)(CCc1nc2ccccc2s1)c1ccc(Cl)cc1
 : 8, -2
(53) CCOC(=O)COc1ccc2c(c1)C(=O)CC(C)(C)O2
 : 7, -8
(54) O=C(COC(=O)C1CC(=O)N(c2ccc3c(c2)OCCO3)C1)Nc1ccc2c(c1)CCC2 (centres undefined)
 : 36, -18
(55) O=C1NCC(c2ccccc2)C1C(=O)N/N=C/c1ccc(Cl)s1 (centres undefined)
 : 15, 5
(56) Cc1ccc(NC(=O)CCn2c(=O)c3cccn3c3ccccc32)c(C)c1
 : 8, -30
(57) Cc1ccc(C(=O)NC2CCN(S(=O)(=O)c3ccc(C)cc3)CC2)cc1
 : 2, -19
(58) Cc1ccc(C2C(C(=O)c3cccs3)=C(O)C(=O)N2CCN2CCOCC2)o1 (centres undefined)
 : 20, 9
(59) CC(=O)C1=C(O)C(=O)N(c2ccc(C)cc2)C1c1ccccn1 (centres undefined)
 : 40, 7
(60) O=C(O)CSc1nc2c(cnn2-c2ccccc2)c(=O)n1-c1ccc(Br)cc1
 : 2, 1
(61) O=c1[nH]ncc(N2CCCC2)c1Cl
 : 13, 21
(62) Cc1cc(Oc2ccccc2)nc(SCC(=O)Nc2ccccc2)n1
 : 16, -21
(63) Cc1cc(C(=O)CSc2nncs2)c(C)n1Cc1ccco1
 : 19, -8
(64) O=C(CSc1nncs1)NCCCc1ccccc1
 : 7, -8
(65) Cc1cc[n+](Cc2ccc([N+](=O)[O-])cc2)cc1
 : 17, 2
(66) Cc1nc(NC(=O)C2CC2)sc1C(=O)Nc1ccccc1
 : 15, 3
(67) Cc1cccc(C(=O)N[C@H](C(=O)Nc2ccc(S(=O)(=O)NC3=NCCCCC3)cc2)C(C)C)c1
 : 14, -33
(68) Cc1ccc(C(=O)Oc2cc(N)n(S(=O)(=O)c3ccc(F)cc3)n2)cc1
 : 34, -35
(69) CC1(C)CC(/C=C/c2ccccc2)=Nc2ccccc2N1
 : 16, -27
(70) COc1ccc(C(=O)C2CCCN(C(=O)Cc3c(C)noc3C)C2)cc1OC (centres undefined)
 : 3, -9
(71) CCC(=O)Oc1ccc(C(=O)Nc2cccc(NC(=O)c3ccco3)c2)cc1
 : 17, -18
(72) CC(=O)Nc1ccc(S(=O)(=O)N(C)c2ccc(OCC(=O)OCC(=O)N3CCCCC3)cc2)cc1
 : 10, -12
(73) COc1ccc(-n2nc(C(=O)NCC(=O)NCCCN3CCOCC3)c3ccccc3c2=O)c(OC)c1
 : 25, -13
(74) CCCOc1ccc(N2C(=O)CC(NCC#N)C2=O)cc1 (centres undefined)
 : 10, -6
(75) CC(=O)Nc1ccc(NC(=O)C(C)c2cccc(C(=O)c3ccccc3)c2)cc1 (centres undefined)
 : 8, -3
(76) COc1ccc(C(=O)Nc2ccccc2C)cc1S(=O)(=O)N1CCOCC1
 : 19, -12
(77) COc1cc2c(cc1OC)C(c1ccc(Cl)cc1)=NCC2
 : 19, -21
(78) O=C(NCc1ccccn1)C1C2C=CC(C2)C1C(=O)Nc1ccc(F)cc1 (centres undefined)
 : 0, -5
(79) COc1cc2c(cc1OC)C1=NC(=O)CN1C(SCc1ccccc1)=N2
 : 19, -19
(80) O=C(CN1C(=O)/C(=C2\SC(=S)N(C3CCS(=O)(=O)C3)C2=O)c2ccccc21)Nc1ccc(F)cc1 (centres undefined)
 : 7, -4
(81) O=C(c1ccnc(Cl)c1)N1CCCC(N2CCN(c3ccccc3F)CC2)C1 (centres undefined)
 : -2, -21
(82) Cc1cccc(OCC(=O)N2CCOCC2)c1
 : 1, -4
(83) Clc1ccc(Cn2ncc3c(N4CCOCC4)ncnc32)cc1
 : 18, -25
(84) Cc1noc(C)c1COc1cccc(C(=O)OC(C)C(=O)Nc2c(C)n(C)n(-c3ccccc3)c2=O)c1 (centres undefined)
 : 11, -15
(85) COc1ccc(/C=C2\SC(=O)N(CCNC(=O)C3CC(=O)N(c4ccccc4)C3)C2=O)cc1 (centres undefined)
 : 11, -9
(86) COCCCNC(=S)NCCNc1nc2cc(C)c(C)cc2cc1C#N
 : 14, -42
(87) COCc1c(C(=O)OCC(=O)c2c(N)n(CC(C)C)c(=O)n(C)c2=O)oc2ccccc12
 : 29, 4
(88) CC1(C)CN(c2ccc(CC#N)cc2)C1=O
 : 13, -14
(89) O=C(CCn1c(=O)c2cccn2c2ccccc21)Nc1ccc(F)cc1
 : 24, -5
(90) COc1ccc(CCNS(=O)(=O)c2ccc3c(c2)OCCO3)cc1OC
 : 19, -2
(91) O=C1OC[C@H](Cc2ccc3c(c2)OCO3)/C1=C\c1ccc2c(c1)OCO2
 : 24, -4
(92) CN(C)NC(=O)c1ccsc1NC(=O)c1ccc(S(=O)(=O)N(C)C)cc1
 : -3, -17
